PP1 counter: blocks human PP1-alpha phosphatase, a PP5 counter-screen. P62136. inhibition, % at 6.7 µM. 0.9% of 320,000 active. purified PP1alpha, OMFP fluorescence. AID 2235;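 active means inhibition above the mean inhibition of all tested compounds plus 3 SD, computed separately for each screening campaign, cut at about 15% in these data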
TPT1 inh: blocks Candida albicans tRNA 2'-phosphotransferase; recombinant caTPT1, FP RNA substrate dephosphorylation; inhibition, % at 5 µM; 0.81% of 300,000 active;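 active means inhibition above the mean of all tested compounds plus 3 SD, set per screening campaign, cut at about 24% in these data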;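 further: plate controls were DMSO alone for no effect and ferristatin control at 100 nM for full effect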
PP5 primary: inhibitors of human protein phosphatase 5 (PP5); P53041; purified PP5c, OMFP substrate fluorescence; inhibition, % at 6.7 µM; 0.18% of 320,000 active;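 active means inhibition above the campaign's mean inhibition across all tested compounds plus 3 SD, cut at about 9.5% in these data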;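 further: 0% = DMSO only and 100% = 100 µM cantharidin control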
Efflux pump inh: antifungal efflux pump inhibition, Nile Red retention | S. cerevisiae Candida pump triplex | inhibition, % at 10 µM | 0.44% of 330,000 active | AID 485275;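 active means plate passing quality check with inhibition over a set limit, or well fluorescence over plate mean plus 4 SD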;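 further: Nile Red retained in pooled yeast measured as flow cytometry median fluorescence; 0% = buffer negative control and 100% = Enniatin B positive control; higher means more Nile Red kept so more efflux inhibition; some compounds called inactive have numbers as strong as hits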
EBNA-1 inhibitor: blocks EBNA-1 binding to DNA; 0.34% of 300,000 active; EBNA-1 DNA binding, fluorescence polarization; inhibition, % at 14.8 µM; in the data active means inhibition above about 28%
ZTA DNA inh: blocks Epstein-Barr virus ZTA, an EBNA-1 counter-screen. ZTA-DNA binding, fluorescence polarization. 0.15% of 320,000 active. P03206. inhibition, % at 11 µM; in the data active means inhibition above about 33%
Target sequence (P03206 whole entry, looked up): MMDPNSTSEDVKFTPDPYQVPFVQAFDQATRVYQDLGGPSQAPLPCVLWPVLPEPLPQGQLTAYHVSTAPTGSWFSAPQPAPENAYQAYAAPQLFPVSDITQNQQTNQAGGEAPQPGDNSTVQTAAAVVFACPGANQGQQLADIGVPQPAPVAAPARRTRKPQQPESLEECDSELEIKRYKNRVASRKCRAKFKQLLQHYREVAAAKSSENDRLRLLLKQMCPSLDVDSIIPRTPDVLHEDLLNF
Fh CTSL1 inh: counter-screen for PFM18AAP inhibitors: inhibitors of F. hepatica cathepsin L1 | recombinant F. hepatica cathepsin L1, Z-Leu-Arg-MCA fluorescence | inhibition, % at 5.96 µM | 0.49% of 300,000 active;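 active means inhibition above the mean of all tested compounds plus 3 SD, set per screening campaign, cut at about 17% in these data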;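 further: 0% = plate median of test compound wells and 100% = 1 µM Z-Phe-Ala-diazomethylketone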
HCV core dimer: HCV core protein dimerization inhibition; TR-FRET GST/Flag-core106 dimerization, 1536-well; inhibition, % at 5 µM; 0.33% of 300,000 active; AID 1899;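 active means inhibition above the mean of all tested compounds plus 3 SD, set per screening campaign, cut at about 45% in these data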
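System – GST-tagged and Flag-tagged HCV core protein residues 1-106 · Repeats – one well for each compound · Technique – TR-FRET 671 and 617 nm emission · Doses – one concentration, 5 µM, in 0.5% DMSO · Times – 4 h, 22.5 °C incubation · Also added – Eu donor and XL665 acceptor anti-tag antibodies · Measure – percent inhibition of core106 dimerization signal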
PREPL inh: inhibits the human prolyl oligopeptidase-like enzyme. 0.68% of 320,000 active. recombinant PREPL, fluorescence polarization activity-based probe. inhibition, % at 5.96 µM; in the data active means inhibition above about 43%;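 further: 0% = enzyme with DMSO and 100% = wells lacking enzyme; many of its hits are not listed in these tables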
Target sequence (Q4J6C6 whole entry, looked up): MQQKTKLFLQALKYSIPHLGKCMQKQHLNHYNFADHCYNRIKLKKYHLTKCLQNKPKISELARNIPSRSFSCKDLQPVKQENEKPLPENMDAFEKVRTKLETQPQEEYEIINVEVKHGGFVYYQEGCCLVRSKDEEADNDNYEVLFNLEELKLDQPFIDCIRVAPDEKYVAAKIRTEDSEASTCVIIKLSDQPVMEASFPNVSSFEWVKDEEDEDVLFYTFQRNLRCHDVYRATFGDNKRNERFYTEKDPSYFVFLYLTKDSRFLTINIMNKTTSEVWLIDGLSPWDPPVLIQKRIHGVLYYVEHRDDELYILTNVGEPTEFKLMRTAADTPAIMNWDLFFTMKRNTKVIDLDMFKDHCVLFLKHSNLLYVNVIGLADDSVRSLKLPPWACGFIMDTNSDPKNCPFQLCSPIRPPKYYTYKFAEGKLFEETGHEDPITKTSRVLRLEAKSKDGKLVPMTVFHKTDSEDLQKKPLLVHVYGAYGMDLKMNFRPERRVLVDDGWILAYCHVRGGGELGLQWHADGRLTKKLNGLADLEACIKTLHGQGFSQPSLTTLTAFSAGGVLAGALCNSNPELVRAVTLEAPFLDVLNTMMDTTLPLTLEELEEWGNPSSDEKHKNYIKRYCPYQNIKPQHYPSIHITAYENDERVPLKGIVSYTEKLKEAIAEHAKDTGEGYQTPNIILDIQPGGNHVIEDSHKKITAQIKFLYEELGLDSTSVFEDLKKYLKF
An asterisk follows results filed as active; . = no result given.

structure	PP1 counter	TPT1 inh	PP5 primary	Efflux pump inh	EBNA-1 inhibitor	ZTA DNA inh	Fh CTSL1 inh	HCV core dimer	PREPL inh
CCOC(=O)c1ccc(NC(=O)c2ccccc2C)cc1	-4	0	3.2	0.0	6	1	-3	3	-11
CSCCC(NC(=O)c1ccco1)C(=O)Nc1cc(C)ccn1 (stereo not given)	-4	0	0.3	0.0	4	15	0	1	-2
O=C(Nc1ccccn1)c1ccc2c(=O)n3c(nc2c1)CCCCC3	0	.	-1.6	0.2	.	3	.	.	10
Cc1cccc(N2CCN(CC(=O)NCc3ccc(Cl)cc3)CC2)c1C	6	2	4.1	0.1	-7	-2	-5	5	-37
Cc1cc(C)cc(NC(=O)Nc2cc(S(=O)(=O)N(C)C)ccc2C)c1	-3	0	2.2	0.0	-8	-15	-1	1	-7
O=C(COc1ccccc1)Nc1nnc(C23CC4CC(CC(C4)C2)C3)s1	3	-2	4.5	0.0	-2	2	3	18	-15
Cc1cc(Nc2c(C)n(C)n(-c3ccccc3)c2=O)n2c(nc3cc(F)c(F)cc32)c1C#N	-1	-1	1.5	-0.1	7	-2	0	4	-6
O=C(Nc1ccccc1)c1ccc[nH]1	-6	1	4.2	0.1	2	-1	-3	-8	3
Cc1ccc(S(=O)(=O)NCC(C)n2nc(C)cc2C)cc1 (stereo not given)	2	1	0.8	0.0	-2	-1	-2	-1	3
Cc1c2c(nc3c(C(=O)NC4CCCC4)cnn13)CCCC2	2	-4	2.7	0.2	-2	-27	-3	2	-5
CCOc1ccc(OCC)c(NC(=O)c2nnn(CC(=O)Nc3cc(C)cc(C)c3)c2N)c1	9	1	3.9	0.2	-5	-7	2	10	-3
COc1ccc(C(=O)C2CCCN(C(=O)CCc3scnc3C)C2)c(C)c1 (stereo not given)	1	4	-0.4	-0.2	0	-13	3	3	-6
COC(=O)[C@@]12CCCCN1[C@H](c1ccc(-c3ccc(OC)cc3)cc1)[C@@H]1C(=O)N(C)C(=O)[C@@H]12	1	1	1.8	0.2	3	6	1	5	19
COc1ccc(/C=C/C(=O)Nc2cc(C)nn2-c2nc3ccccc3n2Cc2cccc([N+](=O)[O-])c2)cc1	5	3	1.2	0.0	-4	-16	0	33	8
CC(C)CC(=O)Nc1ccc(Oc2ccc(NC(=O)CC(C)C)cc2)cc1	-1	3	2.6	0.1	-3	-4	2	3	4
Cc1cc(C)nc(N/N=C/c2cccc3ccccc23)n1	0	1	1.7	-0.1	6	-7	4	-6	11
COc1ccc(/C=N/NC(=O)c2cc(-c3ccc4c(c3)OCO4)n[nH]2)cc1OC	1	-4	1.3	-0.2	14	-8	6	-6	18
CCOC(=O)N1CCN(S(=O)(=O)c2ccc(F)cc2)CC1	2	-2	3.3	0.1	-1	11	-4	5	13
COC(=O)c1ccc(Sc2ccc(Cl)cc2)c(N)c1	-4	-3	3.4	0.0	-7	-2	2	3	7
c1ccc2[nH]c(SCc3cn4cccnc4n3)nc2c1	-4	-8	-1.7	-0.1	11	2	0	4	-4

(list continues)
structure	PP1 counter	TPT1 inh	PP5 primary	Efflux pump inh	EBNA-1 inhibitor	ZTA DNA inh	Fh CTSL1 inh	HCV core dimer	PREPL inh
CCCCc1nc(SCCN2CCOCC2)c2c(=O)n(C)c(=O)n(C)c2n1	-1	-2	-0.1	-0.1	4	20	0	9	15
Cc1cc(=O)oc2c(CN3CCCC3)c(O)c(Cl)cc12	0	-8	0.5	-0.2	6	-4	3	1	0
O=C(NNC(=O)c1cc(Br)c(Br)s1)c1csc(N2CCOCC2)n1	3	1	-3.1	-0.1	14	13	2	4	2
O=C1CC(NCc2ccc(F)cc2)C(=O)N1c1ccccc1 (stereo not given)	-8	3	-1.8	0.0	6	-13	-3	-5	0
COc1ccc(C(=O)c2c3ccccc3[n+]([O-])n2Cc2ccc(C(N)=O)cc2)cc1	-2	2	-3.4	0.0	7	8	-3	4	1
CC(C)c1ccccc1NC(=O)COC(=O)Cc1ccsc1	-1	-1	-0.3	3.2	4	10	-9	-4	11
CCn1cc(Cl)c(C(=O)Nc2ccc3c(c2)OCCO3)n1	-2	-3	1.3	-0.1	2	17	1	3	0
O=c1[nH]c2cc3c(cc2cc1C(c1nnnn1Cc1ccccc1)N1CCCc2ccccc21)OCO3 (stereo not given)	2	5	1.1	-0.1	1	3	-1	5	0
Cc1ccc(OCC(=O)OC2CCS(=O)(=O)C2)cc1 (stereo not given)	-6	-3	-1.1	-0.1	-6	4	-3	-4	1
CN(CC(=O)N1CCN(Cc2ccccc2)CC1)S(=O)(=O)c1ccc(Br)cc1	-9	-4	-6.5	0.0	-7	-14	9	0	11
Cc1ccc(S(=O)(=O)N2CCOCC2)cc1C(=O)NNC(=O)c1ccoc1C	-4	-2	-3.5	0.3	6	6	-3	-3	-8
COc1ccccc1NS(=O)(=O)c1cccc(NC(=O)c2[nH]c(C)c(C(C)=O)c2C)c1	-1	-3	3.6	-0.1	3	1	2	6	-10
CC1CC2=C(CC1/C=N/NC(N)=S)C(C)(C)CCC2 (stereo not given)	4	0	2.3	-0.2	5	0	11	7	-12
CCCN(CC(=O)Nc1ccccc1C)C(=O)Cc1coc2cc(C)ccc12	-3	-2	4.2	0.1	4	-11	-4	15	14
CCOC(=O)CSc1c(-c2ccccc2)c2cc(Cl)ccc2[nH]c1=O	7	-2	4.3	-0.4	0	-13	0	-15	13
O=C1CCCCCN1CSc1nc2ccccc2s1	-1	-1	3.9	0.1	-10	14	2	0	-27
O=C(C1CCCN(S(=O)(=O)c2ccccc2[N+](=O)[O-])C1)N1CCCC1 (stereo not given)	0	0	-0.9	-0.1	0	8	1	9	9
CC(=O)NCC(=O)OCC(=O)c1ccc(C)c(C)c1	-1	-1	-2.5	-0.1	10	8	-15	-1	4
COc1ccc(CN(C)CC(=O)Nc2cccc(S(=O)(=O)N(C)c3ccccc3)c2)c(OC)c1	3	.	3.2	-0.1	.	-4	.	.	13
Cc1ccccc1Cn1c(Cc2ccccc2)nc2ccccc21	11	1	2.2	-0.1	16	2	0	2	-8

(listing goes on)
structure	PP1 counter	TPT1 inh	PP5 primary	Efflux pump inh	EBNA-1 inhibitor	ZTA DNA inh	Fh CTSL1 inh	HCV core dimer	PREPL inh
CCOc1ccc(S(=O)(=O)N2CCC(C(=O)NC3CCCCC3)CC2)cc1	-2	-1	-2.9	0.0	6	21	-2	0	-4
CC(C)=CCN1CCN(CCC2=C(C)CCCC2(C)C)CC1CCO (stereo not given)	-3	-2	3.3	0.0	2	-7	2	-8	-6
Cc1occc1C(=O)Nc1c(F)cc(F)cc1Br	-2	-2	2.8	0.5	-6	11	-4	2	3
CCNS(=O)(=O)c1ccc(CCC(=O)N2CCOCC2)cc1	-1	0	-1.0	0.1	-5	-1	2	-4	1
Cc1cc([N+](=O)[O-])nn1CC(=O)N1CCN(Cc2ccccc2)CC1	-3	0	0.6	0.0	-18	-13	0	2	-3
CCCCN1c2ccccc2N(CCCO)c2cc(C)nnc21	-2	-3	0.6	0.0	6	13	1	0	1
COc1ccccc1CC(=O)Nc1ccc2c(C)cc(=O)oc2c1	-2	-1	0.4	0.1	-3	5	2	6	4
O=C(Cn1cnc2c(nnn2Cc2ccccc2)c1=O)c1ccc(Cl)cc1	-1	-3	-1.6	-0.1	8	20	1	13	-1
C=CCc1ccccc1OCC(O)CN1CCOCC1 (stereo not given)	-4	0	3.0	0.0	5	0	-3	6	-1
COc1cccc(/C=C/C(=O)OCC(=O)NCc2ccc(Cl)cc2)c1	0	-3	1.7	0.0	2	-9	-7	-3	-9
COc1ccc(C(=O)N/C(=C/c2cccnc2)C(=O)N2CCCCCC2)cc1OC	-4	0	-1.7	0.5	-8	-3	3	-10	0
Cc1cccc(-n2cc(CNCCc3nc(C)cc(C)n3)c(-c3cccc(F)c3)n2)c1	2	2	1.1	0.6	-6	10	6	-4	-12
CCn1cc(C(=O)NCc2ccc(Cl)cc2)c(=O)c2cc(S(=O)(=O)N3CCOCC3)ccc21	-4	1	1.2	-0.1	7	15	-2	4	-58
O=C(CSc1nc(C2CC2)nc2ccccc12)Nc1ccccc1Cl	0	-3	1.1	-0.1	3	12	-4	12	-4
CC(=O)OCCCn1c(C)[n+](C)c2cc(Cl)c(Cl)cc21	-3	-1	-2.5	0.0	-2	2	0	3	5

Among those listed so far, 10 contain an aryl methoxy group:
structure	PP1 counter	TPT1 inh	PP5 primary	Efflux pump inh	EBNA-1 inhibitor	ZTA DNA inh	Fh CTSL1 inh	HCV core dimer	PREPL inh
COc1ccc(C(=O)C2CCCN(C(=O)CCc3scnc3C)C2)c(C)c1 (stereo not given)	1	4	-0.4	-0.2	0	-13	3	3	-6
COC(=O)[C@@]12CCCCN1[C@H](c1ccc(-c3ccc(OC)cc3)cc1)[C@@H]1C(=O)N(C)C(=O)[C@@H]12	1	1	1.8	0.2	3	6	1	5	19
COc1ccc(/C=C/C(=O)Nc2cc(C)nn2-c2nc3ccccc3n2Cc2cccc([N+](=O)[O-])c2)cc1	5	3	1.2	0.0	-4	-16	0	33	8
COc1ccc(/C=N/NC(=O)c2cc(-c3ccc4c(c3)OCO4)n[nH]2)cc1OC	1	-4	1.3	-0.2	14	-8	6	-6	18
COc1ccc(C(=O)c2c3ccccc3[n+]([O-])n2Cc2ccc(C(N)=O)cc2)cc1	-2	2	-3.4	0.0	7	8	-3	4	1
COc1ccccc1NS(=O)(=O)c1cccc(NC(=O)c2[nH]c(C)c(C(C)=O)c2C)c1	-1	-3	3.6	-0.1	3	1	2	6	-10
COc1ccc(CN(C)CC(=O)Nc2cccc(S(=O)(=O)N(C)c3ccccc3)c2)c(OC)c1	3	.	3.2	-0.1	.	-4	.	.	13
COc1ccccc1CC(=O)Nc1ccc2c(C)cc(=O)oc2c1	-2	-1	0.4	0.1	-3	5	2	6	4
COc1cccc(/C=C/C(=O)OCC(=O)NCc2ccc(Cl)cc2)c1	0	-3	1.7	0.0	2	-9	-7	-3	-9
COc1ccc(C(=O)N/C(=C/c2cccnc2)C(=O)N2CCCCCC2)cc1OC	-4	0	-1.7	0.5	-8	-3	3	-10	0

A portion of the library; rates above refer to the full screens.
